Screens: PubChem BioAssay, National Center for Advancing Translational Sciences (NCATS)
Pol kappa inh – inhibitors of human DNA polymerase kappa; Q9UBT6; purified Pol kappa, fluorescent DNA synthesis assay, 10 min; Potency, µM (series often up to 107 µM), without a hit: at the highest dose activity, negative = inhibition, most hits filed as inhibitors; actives 0.53% (n = 400,000); note: potency is the fitted concentration of half-maximal effect; % is set by controls: 0 for no effect and ±100 for the full control effect
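Kinetic fluorescence readout at 0 and 10 min followed reaction start with substrate at 50 nM final. Beforehand, enzyme (10 nM Pol kappa) stood 15 min with compound at room temperature; buffer-only wells were negative controls.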
LDHA inh – blocks human lactate dehydrogenase A; P00338; purified LDHA, NADH/diaphorase-resazurin fluorescence; hits give low values; activity change, % (values are at about 110 or 230 µM); actives 0.15% (n = 480,000); in the data active = activity change below about -30%; inconclusive = mostly about -25% to -30%;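 note: plate controls were DMSO wells for no effect and wells without enzyme for full effect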
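Human LDH5 (2 nM) was incubated with 0.06 mM NADH and 0.2 mM pyruvate for 5 min at room temperature in Tris pH 7.4. Remaining NADH was coupled through diaphorase/resazurin, and resorufin fluorescence was read at 0 and 20 min.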
BLM helicase inh – blocks DNA unwinding by human BLM helicase; recombinant BLM DNA unwinding, fluorescence dequenching; Potency, µM (doses to about 56.1 µM), without a hit: at the top dose activity change, negative = inhibition, usual class: inhibitors; actives 0.2% (n = 350,000); AID 2528; P54132;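 note: potency is the fitted concentration of half-maximal effect; plate controls were vehicle for no effect and no enzyme for full effect; nearly all actives have a fitted effect of over 35% in size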
POLB inh – DNA polymerase beta (human) inhibition; P06746; Potency, µM (doses to about 114 µM), without a hit: at the highest dose activity change, negative = inhibition, usual class: inhibitors; Pol beta primer extension/strand displacement, fluorescence kinetic; actives 1.3% (n = 340,000); note: potency is the fitted concentration of half-maximal effect; % is set by controls: 0 for no effect and ±100 for the full control effect
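Enzyme-only controls used 10 nM Pol beta; buffer lacking enzyme served as negative control. Compound preincubated 15 min, then 50 nM substrate added; 0 and 10 min reads at room temperature.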
POLI inh – inhibitors of human DNA polymerase iota. Potency, µM (top dose mostly 115 µM), without a hit: at the highest dose activity, negative = inhibition, hits mostly inhibitors. actives 1% (n = 390,000). Q9UNA4. Pol iota fluorescent replication assay, 10 min; note: potency is the fitted concentration of half-maximal effect
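Fluorescent replication assay read twice, at 0 min and 10 min after adding 50 nM (final) substrate. Enzyme (10 nM) and compounds were first incubated 15 min at room temperature; enzyme-free buffer wells were negative controls.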
Glioma ERSR ind – induces the endoplasmic reticulum stress response in human glioma cells; U87-MG GRP78 promoter luciferase reporter, 16 h; Potency, µM, inactives show at the top dose activation, actives largely listed as activators; actives 0.02% (n = 420,000); note: potency is the fitted concentration of half-maximal effect; series mostly up to about 76 µM; % of control where 0% means no effect; nearly all actives have a fitted effect of over 35% in size
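Stably transfected U87-MG glioma cells carrying a GRP78-based luciferase sensor; 16 h compound incubation. Luminescence end-point read 10 min after Bright-Glo addition at room temperature.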
APE1 inh – APE1 (human) endonuclease inhibition. recombinant APE1, TAMRA/BHQ-2 abasic DNA cleavage fluorescence. Potency, µM (series often up to 65.8 µM), for the others: at the highest dose activity change, negative = inhibition, usual class: inhibitors. actives 0.35% (n = 350,000). AID 2517;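 note: potency is the fitted concentration of half-maximal effect; plate controls were vehicle for no effect and reference inhibitor for full effect; nearly all actives have a fitted effect of over 55% in size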
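Kinetic fluorescence read (525 ex/598 em nm, three reads 60 s apart) of AP-site incision; signal = third minus first read. Enzyme 0.75 nM, dual-labelled THF duplex 50 nM, compound preincubation 15 min RT.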
Anesthetic bind – binds horse apoferritin like a general anesthetic; apoferritin/1-aminoanthracene competitive binding, fluorescence; Potency, µM (highest dose often 77.5 µM), for the others: at the highest dose activity change, negative = displacement, actives largely listed as inhibitors; actives 0.074% (n = 350,000); note: potency is the fitted concentration of half-maximal effect; % is set by controls: 0 for no effect and ±100 for the full control effect; nearly all actives have a fitted effect of over 20% in size
Target sequence (P02791 2-175 limits assumed): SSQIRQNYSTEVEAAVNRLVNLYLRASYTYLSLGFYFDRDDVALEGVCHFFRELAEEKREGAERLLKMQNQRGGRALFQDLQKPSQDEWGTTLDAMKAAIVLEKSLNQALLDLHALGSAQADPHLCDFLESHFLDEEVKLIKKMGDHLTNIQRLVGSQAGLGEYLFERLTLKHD
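Probe: 1-aminoanthracene (50% saturated, PBS). Protein: horse-spleen apoferritin, 10 uM. Incubation: 10 min, room temperature. Detection: 380 nm excitation, 535 nm emission. Analysis: normalized response, four-parameter Hill.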
Pol eta inh – blocks human DNA polymerase eta activity | recombinant Pol eta, fluorescent DNA replication assay | Potency, µM (highest dose often 114 µM), without a hit: top-dose activity change, negative = inhibition, usual class: inhibitors | actives 1.2% (n = 390,000); note: potency is the fitted concentration of half-maximal effect; % is set by controls: 0 for no effect and ±100 for the full control effect
Target sequence (Q9Y253 whole entry, looked up): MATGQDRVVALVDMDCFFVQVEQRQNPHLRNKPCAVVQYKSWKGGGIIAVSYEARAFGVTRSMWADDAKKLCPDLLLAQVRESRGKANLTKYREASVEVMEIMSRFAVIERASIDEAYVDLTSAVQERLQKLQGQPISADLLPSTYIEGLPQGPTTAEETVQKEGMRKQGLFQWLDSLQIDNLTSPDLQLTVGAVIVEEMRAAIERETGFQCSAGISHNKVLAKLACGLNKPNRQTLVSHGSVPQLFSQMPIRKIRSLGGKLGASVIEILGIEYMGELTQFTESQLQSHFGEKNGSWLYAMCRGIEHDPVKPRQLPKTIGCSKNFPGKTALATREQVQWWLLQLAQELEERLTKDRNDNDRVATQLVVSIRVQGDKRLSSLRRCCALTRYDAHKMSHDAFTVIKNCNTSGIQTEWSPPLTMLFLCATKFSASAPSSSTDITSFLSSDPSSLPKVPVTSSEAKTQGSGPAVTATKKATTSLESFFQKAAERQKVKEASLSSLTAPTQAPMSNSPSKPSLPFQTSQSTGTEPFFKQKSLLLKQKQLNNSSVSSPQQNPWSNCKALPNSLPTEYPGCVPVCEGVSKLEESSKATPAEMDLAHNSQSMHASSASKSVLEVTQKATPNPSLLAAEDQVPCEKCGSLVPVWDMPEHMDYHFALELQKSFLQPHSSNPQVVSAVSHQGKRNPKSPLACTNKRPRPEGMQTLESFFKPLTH
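Pol eta (10 nM) was preincubated with compounds for 15 min at room temperature, after which fluorescent replication substrate (50 nM final) was added to start the reaction. Fluorescence was read kinetically at 0 and 10 min.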
* marks the source's active call; other numbers are inactive results; ? = inconclusive; nt = no result given; & = joins results of further samples; [ ] = another dose, or the depositor's remark. Unless noted, calls come from the whole dose curve; as a rule, active = well fitted curve in the direction sought with a large enough effect; inconclusive = small, poorly fitted or top-dose-only effect, or another doubt; inactive = no such curve, though single readings can be large; an effect the other way counts as inactive or inconclusive. This is a subset; the hit share may differ from the screen's.

SMILES	Pol kappa inh	LDHA inh	BLM helicase inh	POLB inh	POLI inh	Glioma ERSR ind	APE1 inh	Anesthetic bind	Pol eta inh
O=C(Nc1ccc(N2CCOCC2)cc1)c1cccc(S(=O)(=O)N2CCCCCC2)c1	2%	2	-3%	-1%	-1%	-5%	?	-16%	7%
COc1ccc(C(=O)N(Cc2nc(-c3ccc(C)cc3)no2)C(C)C)cc1OC	-6%	-8	-4%	-10%	-37%	1%	-2%	-16%	-20%
Cc1ccc(/C=C/C(=O)Nc2sc(C)c(C)c2C(=O)OC(C)C)o1	0%	-1	-6%	5%	-5%	-2%	-3%	0%	-6%
COc1ccc(NS(=O)(=O)c2cccc(C(=O)NCC(c3ccco3)N3CCCCC3)c2)cc1 (stereo unspecified)	4%	-4	nt	nt	-1%	-1%	18%	nt	-4%
O=C(c1ccc(OC2CCN(Cc3ccccn3)CC2)cc1)N1CCCCCC1	-21%	-4	2%	-18%	-1%	-5%	-2%	-19%	-6%
O=S(=O)(Nc1ccc(N=Nc2ccccc2)cc1)c1ccccc1	-15%	6	-13%	-24%	?	1%	-7%	?	?
CC1(C)Cc2c(c(N3CCOCC3)nc3sc(C(=O)Nc4ccccc4)c(N)c23)CO1	5%	0	3%	19%	29%	1%	43%	2%	-18%
O=C1CC(C(=O)Nc2ccc(Cl)cc2)n2ncnc2N1 (stereo unspecified)	4%	-15	3%	-1%	66%[activator]	-3%	-1%	0%	-4%
CCOC(=O)c1c(S(=O)(=O)N2CCCC(C(=O)NCc3ccccc3Cl)C2)c(C)n(C)c1C (stereo unspecified)	-10%[60.1 µM]	-16	-12%	-2%	-13%	-1%	nt	43%[activator]	-4%
COC(=O)c1ccc(CSc2ccc3nnc(-c4ccccc4)n3n2)o1	-5%	-13	-12%	-22%	23%	-3%	?	-5%	-10%
O=C(CNC(=O)c1cccc(Cl)c1)NCC(c1cccs1)N1CCOCC1 (stereo unspecified)	0%	-6	nt	nt	28%	-4%	-2%	nt	0%
CCc1nn2c(=O)cc(COC(=O)c3ccc(SC)cc3OC)nc2s1	-4%	-5	nt	nt	-20%	-5%	2%	nt	?
COc1ccc(/C=C/c2c(-c3ccc(OC)cc3)sc3ccc(N4CCOCC4)cc23)cc1	6%	-2	-9%	33%	9%	0%	32%	-5%	-21%
Cc1ccc2c(C(=O)N3CCN(c4ccccc4)CC3)cc(-c3cccnc3)nc2c1C	-3%	-9	-6%	-1%	72%[activator]	-4%	0%	-3%	-9%
COc1ccc(S(=O)(=O)n2nc(-n3c(C)ccc3C)c3c(F)cccc32)cc1OC	-5%	5	-13%	5%	70%[activator]	-3%	-9%	-3%	-24%
C#CCOCCOCCOCCNc1nc(N2CCN(C(=O)C([C@@H](C)O)n3cc([C@@H](N)CCCCN)nn3)CC2)nc(N2CCN(C(=O)[C@H](CO)n3cc([C@@H](N)C(C)C)nn3)CC2)n1 (stereo partly specified)	-1%	0	nt	nt	?	-2%	21%	nt	-11%
Oc1ccccc1-c1nc(NCCN2CCOCC2)c2ccccc2n1	-12%	-8	32%[activator]	?	14%	-8%	?	-21%	-14%
NC(=O)COc1ccc2oc(-c3ccccc3)cc(=O)c2c1	3%	-4	4%	7%	26%	3%	-1%	-5%	-25%
COC(=O)/C(=N/Nc1ccccc1OC)N1CCCc2ccccc21	-21%	-9	6%	-1%	-24%	-2%	2%	-8%	-7%
Cc1cc(C)n2cc(CSc3ncn[nH]3)nc2n1	1%	-2	1%	-1%	?	0%	6%	-4%	-3%
O=C(Oc1ccccc1F)c1nc(SCc2ccccc2F)ncc1Cl	0%	-1	-7%	40%	2%	0%	nt	39%[activator]	-13%
CCOc1cc(/C=C2\SC(=Nc3ccccc3)N(c3ccccc3)C2=O)ccc1OCC(=O)O	-3%	-2	2%	2%	4%	-1%	1%	-10%	?
COc1ccc(Oc2nccc(OC)c2C#N)cc1	-4%[60.1 µM]	-8	-2%	15%	31%[activator]	0%	1%	-5%	-3%
CCOC(=O)c1ccc(NC(=O)CC2S/C(=N/N=C/c3c[nH]c4ccccc34)NC2=O)cc1 (stereo unspecified)	0%	-3	-8%	-6%	17%	-2%	3%	-12%	-13%
CC(CCc1ccc(O)cc1)NCCC(c1ccccc1)c1ccccc1 (stereo unspecified)	-2%	-17	0%	2%	-7%	-4%	-7%	-8%	-13%

The results go on.
SMILES	Pol kappa inh	LDHA inh	BLM helicase inh	POLB inh	POLI inh	Glioma ERSR ind	APE1 inh	Anesthetic bind	Pol eta inh
Cn1c(SCCS(=O)(=O)c2ccc(Cl)cc2)nnc1-c1ccccc1	-12%	-1	-5%	7%	-15%	-4%	-3%	-15%	-17%
CC(C)(C)NC(=O)c1cccc(NC(=O)CSc2ccc(Cl)cc2)c1	-14%	-6	-2%	-2%	16%	0%	-2%	-12%	-12%
O=C(NC1CC(=O)N(c2ccccc2)C1)c1cc2ccccc2o1 (stereo unspecified)	-6%[60.1 µM]	-6	1%	26%	11%	0%	nt	-3%	11%
Cc1ccc(S(=O)(=O)c2c(N)n(NC(=O)c3ccccc3C)c3nc4ccccc4nc23)cc1	2%	-2	-3%	16%	9%	0%	-2%	-6%	-8%
CC1(c2ccc3c(c2)OCCO3)NC(=O)N(CC(=O)Nc2ccccc2SCC#N)C1=O (stereo unspecified)	-9%	0	nt	nt	33%[activator]	-1%	22%	nt	-16%
COc1ccc(NC(=O)CS(=O)c2ccc(Br)cc2)cc1 (stereo unspecified)	7%	-2	-4%	6%	-14%	1%	12%	-1%	-13%
Cc1ccc(CN2C(=O)C(CC(C)C)Nc3ncnc(N4CCN(c5ccccc5)CC4)c32)cc1 (stereo unspecified)	2%	6&-6	nt	nt	2%	-1%&-2%	-21%	nt	-3%
CC[C@]12c3[nH]c4ccccc4c3CCN1C(=O)C(CC(=O)NCc1cccc(C(F)(F)F)c1)C[C@@H]2C(=O)N1CCN(C(=O)c2ccco2)CC1 (stereo partly specified)	-11%	-4	nt	nt	-33%	-2%	-4%	nt	-19%
Cc1ccc(C)c(NC(=O)n2ncc3cc(Cl)ccc32)c1	0%	-5	-2%	2%	33%[activator]	1%	nt	-3%	-24%
CCCCOc1ccc(-c2nnn(CC(=O)Nc3ncc(CC(=O)OCC)s3)n2)cc1	-16%	1	-15%	8%	-9%	6%	-5%	?	-14%
O=CNCCc1nc2ccccc2n1CCc1ccccc1	13%	-1	-1%	-6%	26%	-3%	10%	-1%	-20%
Cc1nc(N)[nH]c(=O)c1CCCNc1ccc(CCC2(CCl)OCCO2)cc1	-6%	10	nt	nt	37%[activator]	2%	nt	nt	-13%
Cc1cc(C(=O)NNC(=O)c2cccc(Cl)c2)no1	-7%	-3	2%	7%	38%[activator]	-2%	8%	0%	-26%
CCCCNC(=O)COC(=O)c1cc(S(=O)(=O)N2CCCCCC2)ccc1OC	-4%	-1	0%	4%	8%	-3%	-2%	-15%	1%
Oc1ccccc1/C=N/Nc1ccnc(SCc2ccccc2)n1	-8%	-5	-2%	?	?	-1%	1%	20%	?
O=c1n(-c2ccccc2)c(=O)n2n1CC[C@H]1/C(=N\OC[C@@H](O)COCc3ccco3)[C@H]3O[C@@H]3[C@@H](O)[C@@H]12	nt	nt	3%&0%[12.4 µM]	nt	nt	-3%&-5%	10%&-4%[12.4 µM]	1%&-8%[15.3 µM]	nt
COc1ccc(-c2cc(C(=O)Oc3ccc(C)c(C)c3)c3ccccc3n2)cc1	-7%	-4	-9%	4%	-9%	-3%	nt	?	-23%
CCc1ccccc1Nc1nc2ccccc2[nH]1	3%	-2	nt	nt	-8%	-3%	nt	nt	-11%
CCN(CCNC(=O)C1CCCN(S(=O)(=O)c2cnc[nH]2)C1)c1ccccc1 (stereo unspecified)	18%	2	-3%	24%	-10%	-1%	-2%	-3%	-3%
FC(F)(F)c1nnc2c(Sc3ccccn3)nc3ccccc3n12	-5%	-6	-2%	6%	24%	12%	2%	-6%	-7%
Clc1cccc(-n2ncc3c(N4CCC(Cc5ccccc5)CC4)ncnc32)c1	0%[60.1 µM]	-1	-4%	-2%	13%	-5%	nt	-1%	-21%
Cc1ccc(-n2cc(CNCCc3ncc(C)[nH]3)c(-c3ccc(F)cc3)n2)cc1	2%	2	-11%	?	17%	-8%	-1%	?	-19%
COc1ccccc1OC(C)C(=O)Nc1ccccc1C(=O)NCC1CCCO1 (stereo unspecified)	8%	2	1%	31%	46%[activator]	-1%	26%	-10%	-24%
Cc1ccc(CN2CCSc3ccc(C(=O)NCc4ccc(OC(C)C)cc4)cc32)cc1	-2%	1	-3%	35%	10%	nt	nt	504%[activator]	nt
O=C(O)c1c2c(nc3ccc(S(=O)(=O)N4CCC(C(=O)NC5CCCC5)CC4)cc13)CCCCC2	-9%	-2	5%	2%	?	-2%	-6%	2%	-6%
OC(COc1ccc(Cl)cc1)CN1CCC(Cc2ccccc2)CC1 (stereo unspecified)	8%	0	3%	6%	20%	-9%	2%	-15%	-14%
S=C(NCCCN1CCOCC1)NC1CCCC1	?	-6	-1%	14%	24%	-3%	-3%	1%	-25%
O=C(NCCCn1ccnc1)/C(=C/c1ccc(F)cc1)NC(=O)c1ccccc1	-8%	-7	-2%	-6%	15%	-5%	14%	-11%	5%
CCOC(=O)C1CCN(Cc2ccc(N(C)C)cc2)CC1	8%	-3	1%	13%	13%	-3%	5%	-8%	2%
COc1ccc(NC(=O)CC2NCCNC2=O)c(OC)c1 (stereo unspecified)	6%	-5	0%	2%	9%	1%	nt	2%	-5%

Gathered by group, the entries above containing a cyano group.
SMILES	Pol kappa inh	LDHA inh	BLM helicase inh	POLB inh	POLI inh	Glioma ERSR ind	APE1 inh	Anesthetic bind	Pol eta inh
COc1ccc(Oc2nccc(OC)c2C#N)cc1	-4%[60.1 µM]	-8	-2%	15%	31%[activator]	0%	1%	-5%	-3%
CC1(c2ccc3c(c2)OCCO3)NC(=O)N(CC(=O)Nc2ccccc2SCC#N)C1=O (stereo unspecified)	-9%	0	nt	nt	33%[activator]	-1%	22%	nt	-16%
